MazF activator: activators of E. coli MazEF toxin-antitoxin RNase, primary screen, biochemical, fluorescence, uHTS. FAM/BHQ RNA-DNA oligo cleavage fluorescence, 5 h. activation, % at 20 µM. 0.32% of 350,000 active. AID 504720, 2011; in the data active means activation above about 50%
Target sequence (P0AE70 whole entry, looked up): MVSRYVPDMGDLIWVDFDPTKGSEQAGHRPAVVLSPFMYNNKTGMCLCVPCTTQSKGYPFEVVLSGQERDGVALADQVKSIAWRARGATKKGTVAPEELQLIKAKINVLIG
Rv3671c inh: Rv3671c serine protease inhibitors, primary screen, biochemical, fluorescence polarization, M. tuberculosis H37Rv; P9WHR9; inhibition, % at 5.96 µM; 0.048% of 320,000 active; AID 2606, 2010; in the data active means inhibition above about 38%;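 further: extracellular domain of Rv3671c used as enzyme; 0% = enzyme with DMSO and 100% = no enzyme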
Vc quorum ag: inducers of Vibrio cholerae quorum light production without autoinducers, primary screen, BH1578 luxS cqsA deficient, single point. activation, % at 18.7 µM. 0.16% of 350,000 active. V. cholerae BH1578 lux reporter, luminescence, 6 h. AID 588436, 2011; in the data active means activation mostly above about 9.7%, no sharp cut-off; further: not every result past the cut was called active; inactives centre near 0; reference of the scale not given here
Mtb UGM inh: M. tuberculosis UGM enzyme inhibitors, primary screen, biochemical, fluorescence polarization, single point; 0.06% of 320,000 active; inhibition, % at 10 µM; purified UGM, fluorescence polarization probe displacement; UDP-galactopyranose mutase (Mycobacterium tuberculosis (strain ATCC 25618 / H37Rv)), …; in the data active means inhibition above about 10%, passing the limit was not always enough
Target sequence (P9WIQ1 whole entry, looked up): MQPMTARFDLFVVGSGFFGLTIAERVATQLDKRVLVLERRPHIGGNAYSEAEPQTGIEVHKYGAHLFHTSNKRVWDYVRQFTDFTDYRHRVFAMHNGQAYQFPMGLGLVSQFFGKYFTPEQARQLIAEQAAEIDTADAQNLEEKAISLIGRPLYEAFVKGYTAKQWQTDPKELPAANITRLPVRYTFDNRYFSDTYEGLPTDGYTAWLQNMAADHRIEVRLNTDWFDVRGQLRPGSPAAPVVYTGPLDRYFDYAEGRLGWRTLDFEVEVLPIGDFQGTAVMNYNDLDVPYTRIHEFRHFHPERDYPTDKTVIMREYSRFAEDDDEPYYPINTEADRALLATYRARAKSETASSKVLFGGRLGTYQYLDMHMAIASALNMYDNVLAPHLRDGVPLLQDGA
Mtb BioA inh: M. tuberculosis BioA enzyme inhibitors, primary screen, biochemical, plate reader, single point, HTS. inhibition, % at 9.99 µM. AID 602481, 2012. 7,8-diaminopelargonic acid synthase BioA (Mycobacterium tuberculosis). 0.096% of 360,000 active. purified M. tuberculosis BioA enzyme; in the data active means inhibition above about 40%
SARS 3CLpro inh: SARS-CoV 3CLpro protease inhibitors, primary screen, biochemical, quenched FRET | inhibition, % at 6 µM | AID 1706, 2009 | recombinant SARS-CoV 3CLpro, quenched FRET peptide cleavage | 0.14% of 290,000 active; in the data active means inhibition above about 12%
GDH-TPI counter: GDH-TPI coupling enzyme inhibitors, primary screen, artefact control for M. tuberculosis FBA inhibitor project, biochemical, absorbance, full deck; GDH-TPI coupled enzyme counterscreen, NADH absorbance; inhibition, % at 4.8 µM; 1.2% of 360,000 active; AID 588335, 2011; in the data active means inhibition above about 30%;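 further: 0% = DMSO wells and 100% = wells lacking the enzyme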
VHR inh abs: VHR1 phosphatase inhibitors, primary screen, biochemical, absorbance, uHTS; 0.52% of 290,000 active; inhibition, % at 13.3 µM; recombinant VHR phosphatase, pNPP absorbance; in the data active means inhibition above about 50%; further: some compounds called inactive have numbers as strong as hits
Target sequence (P51452 whole entry, looked up): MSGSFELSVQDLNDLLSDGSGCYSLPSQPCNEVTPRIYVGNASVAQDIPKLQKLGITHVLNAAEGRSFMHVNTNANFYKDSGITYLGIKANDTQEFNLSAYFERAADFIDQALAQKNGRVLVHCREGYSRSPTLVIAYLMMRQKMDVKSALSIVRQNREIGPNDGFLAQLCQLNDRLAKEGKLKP
FBA Mtb inh: Mtb FBA enzyme inhibitors, primary screen, biochemical, fluorescence, strain H37Rv. purified M. tuberculosis FBA, fluorescence read-out. inhibition, % at 1 µM. 2.3% of 360,000 active. Fructose-bisphosphate aldolase (Mycobacterium tuberculosis (strain ATCC 25618 / H37Rv)), …; in the data active means inhibition above about 27%;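 further: 0% = vehicle and 100% = reference inhibitor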
SSB-PriA inh: inhibitors of Klebsiella pneumoniae PriA binding to SSB C-terminal tail, primary screen, biochemical, AlphaScreen | 0.6% of 430,000 active | inhibition, % at 33 µM | PriA–SSB C-terminal tail interaction (Klebsiella pneumoniae) | AlphaScreen SSBct-PriA binding, biotinylated peptide; in the data active means inhibition mostly above about 37%, no sharp cut-off; inactive means mostly below about 20%;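 further: plate controls were negative control peptide for no effect and reference peptide for full effect; strong numbers were not always called active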
Starred values were filed as active, the others as inactive; i = inactive; . = no result given; & = joins results of further samples.

molecule	MazF activator	Rv3671c inh	Vc quorum ag	Mtb UGM inh	Mtb BioA inh	SARS 3CLpro inh	GDH-TPI counter	VHR inh abs	FBA Mtb inh	SSB-PriA inh
C[C@H](NC(=O)[C@@H]1Cc2ccccc2CN1)C(=O)NCC1CCCO1 (some centres undefined)	3	4	0.5	-4.7	-0.8	-2	4	-10	-2	4
O=C(c1ccc(-c2cccc(Cl)c2Cl)o1)N1CCOCC1	0	5	6.4	-3.0	1.1	3	5	13	-2	-1
Cc1ccc2c(c1)NC(=O)[C@@]1(C)[C@@H](c3ccccc3)[C@H]3COc4ccc(Cl)cc4[C@@H]3N1C2=O	-3	-40	-1.0	2.9	0.3	.	20	.	2	0
CCOc1cccc(C2/C(=C(/O)c3ccc4c(c3)CC(C)O4)C(=O)C(=O)N2CCCn2ccnc2)c1 (centres undefined)	-4	-1	i	0.0	-0.4	2	21	9	-1	.
Cc1ccnc2nc(NC(=O)c3ccco3)nn12	2	3	i	0.9	-2.7	-1	0	4	-5	6
O=c1cc(NS(=O)(=O)c2ccccc2)nc(SCc2c(Cl)cccc2Cl)[nH]1	5	-3	-0.1	0.8	.	6	0	21	2	-6
COCCn1c(SCC(=O)c2ccc(CNC(C)=O)o2)nc2ccccc2c1=O	4	-1	0.6	1.7	-0.1	0	9	-4	6	-4
CC(C)n1ncc2c(C(=O)NCc3cccnc3)cc(C3CC3)nc21	4	.	5.9	.	8.7	.	9	.	54*	-8
CCc1cc2c(SCc3ccc(C(=O)OC)o3)ncnc2s1	-6	-9	-0.3	8.4	6.8	1	-5	36	-3	-17
COc1ccc2ccccc2c1/C=N/NC(=O)c1ccc(C)nc1	14	-22	1.4	-1.6	-1.3	-8	12	-6	1	.
CC(=O)Nc1ccc(SCc2ncc(-c3ccccc3)o2)cc1	27	-5	-0.1	-0.3	3.0	3	-4	10	0	-4
COc1ccc(-c2nc(CS(=O)CC(=O)NC3CCCC3)c(C)o2)cc1OC (centres undefined)	1	-6	-1.7	-1.3	5.7	-2	8	44	4	-8

Next section; the last 3 above are carried over.
molecule	MazF activator	Rv3671c inh	Vc quorum ag	Mtb UGM inh	Mtb BioA inh	SARS 3CLpro inh	GDH-TPI counter	VHR inh abs	FBA Mtb inh	SSB-PriA inh
COc1ccc2ccccc2c1/C=N/NC(=O)c1ccc(C)nc1	14	-22	1.4	-1.6	-1.3	-8	12	-6	1	.
CC(=O)Nc1ccc(SCc2ncc(-c3ccccc3)o2)cc1	27	-5	-0.1	-0.3	3.0	3	-4	10	0	-4
COc1ccc(-c2nc(CS(=O)CC(=O)NC3CCCC3)c(C)o2)cc1OC (centres undefined)	1	-6	-1.7	-1.3	5.7	-2	8	44	4	-8
O=C1C=C(c2ccccc2)OC(=O)C1C(=O)c1ccccc1 (centres undefined)	1	2	-0.4	3.2	-1.5	1&-3	11	16&9	3	6
CN(C)c1ccc(/C=N/NC(=O)C(O)c2ccc(Br)cc2)cc1 (centres undefined)	-2	5	i	0.2	.	0	30	18	40*	.
CCOC(=O)N1CCN(Cc2nc(N)nc(Nc3ccc(Oc4ccccc4)cc3)n2)CC1	8	1	-8.2	4.8	-1.5	-5	8	9	3	35
O=C(Nc1ccc(Cl)cn1)C1CC1	-21	-2	-0.5	-1.2	-0.5	-1	4	15	-1	1
CCOc1cccc(-c2c(C(=O)N/N=C/c3sccc3C)nnn2-c2nonc2N)c1	1	-5	i	-0.3	-0.6	0	32*	10	-1	.
Cc1ccc(NC(=O)NC2CC(=O)N(c3ccc4c(c3)OCCO4)C2)cc1 (centres undefined)	4	2	i	-0.7	-1.6	.	-1	.	-3	0
COc1cc2c(C(=O)NCc3ccc4c(c3)OCO4)cn(CC(C)C)c(=O)c2cc1OC	8	1	i	0.5	0.9	2	8	-11	3	-5
CCOc1ccccc1NC(=O)C12CC3CC(C1)CC(c1ccc(C)cc1)(C3)C2	-1	1	-0.3	-2.2	-1.1	-7	-6	20	2	-22
Cc1ccc(N2CC(C(=O)Nc3ccc(S(=O)(=O)N4CCCC4)cc3)CC2=O)cc1 (centres undefined)	-1	-4	-0.4	2.2	-0.1	0	6	-5	3	-3
C/C=C(\C)C(=O)NCCN1C2=NC[C@H](Cc3ccccc3)N2C[C@H]1Cc1ccc(O)cc1	2	3	i	-1.0	0.7	2	19	7	4	9
CC(=O)C(Cc1ccc(Cl)nc1)(Cc1ccc(Cl)nc1)C(C)=O	-1	0	-0.4	0.7	.	2	2	18	2	-10
O=C(COc1ccc(-c2ccccc2)cc1)N1CCN(C(=O)c2cccs2)CC1	1	-1	0.2	2.3	.	4	-4	35	-7	3

3 entries out of the list, sorted by formula weight, rising:
molecule	MazF activator	Rv3671c inh	Vc quorum ag	Mtb UGM inh	Mtb BioA inh	SARS 3CLpro inh	GDH-TPI counter	VHR inh abs	FBA Mtb inh	SSB-PriA inh
Cc1ccnc2nc(NC(=O)c3ccco3)nn12	2	3	i	0.9	-2.7	-1	0	4	-5	6
COc1cc2c(C(=O)NCc3ccc4c(c3)OCO4)cn(CC(C)C)c(=O)c2cc1OC	8	1	i	0.5	0.9	2	8	-11	3	-5
CCOc1cccc(C2/C(=C(/O)c3ccc4c(c3)CC(C)O4)C(=O)C(=O)N2CCCn2ccnc2)c1 (centres undefined)	-4	-1	i	0.0	-0.4	2	21	9	-1	.

(continued)
Below each compound – MazF activator	Rv3671c inh	Vc quorum ag	Mtb UGM inh	Mtb BioA inh	SARS 3CLpro inh	GDH-TPI counter	VHR inh abs	FBA Mtb inh	SSB-PriA inh
O=C(N/C=N/OCc1cccc(C(F)(F)F)c1)N1OC[C@@H]2COc3ccc4ccccc4c3[C@@H]21
  -3	-11	-0.1	-0.7	-0.3	1	-2	33	-4	.
CCCOc1ccc(C(CC(=O)O)NC(=O)CC(c2ccccc2)c2ccccc2)cc1 (centres undefined)
  -6	3	i	1.4	.	4	-2	-11	-2	-11
COc1ccc(C#Cc2c(-c3ccccc3)n(C)c3ccccc23)cc1
  -28	-8	-0.7	-1.4	-1.7	.	12	.	10	-35
CCOC(=O)[C@@H]1[C@H]2COc3cc(OC)ccc3[C@@H]2N2C(=O)N(c3ccccc3)C(=O)[C@]12C
  2	1	i	-0.6	0.4	.	-10	.	-4	0
COc1cc(/C=C/c2ccc3cccc([N+](=O)[O-])c3n2)ccc1OCC#N
  0	-11	-0.3	2.1	.	-3	20	8	-6	4
CN(C)C(=O)CN1CCN(Cc2nc(CC3CC3)no2)CC1
  7	-6	-0.8	-1.7	1.2	-2	-2	8	3	-8
O=c1cc2ncc(-n3cc([N+](=O)[O-])cn3)cn2[nH]1
  -1	-7	-0.1	2.0	.	2	12	-4	0	-9
Cc1cccc(N(CC(=O)NC2CCCC2)C(=O)CCC(=O)Nc2nc(C)cs2)c1
  3	-1	-0.5	0.9	-1.8	-2	-6	25	-2	3
CN(CC(=O)N1CCCC1)S(=O)(=O)c1cc(Cl)ccc1Cl
  -6	0	2.6	-0.1	-1.4	-1	-8	-15	-3	0
CN(C)S(=O)(=O)c1cc(C(=O)NCC2CCCO2)c(Cl)cc1Cl (centres undefined)
  3	0	i	0.9	-3.2	2	2	9	1	-9
CC(=O)c1cc2c(cc1NC(=O)CSc1ccc(S(=O)(=O)N(C)C)cn1)OCO2
  -2	-11	-1.2	0.2	-0.8	.	2	.	14	-5
O=C(NN=Cc1c(O)ccc2ccccc12)C1CC1
  8	.	i	.	-1.1	.	19	.	6	-3
CCOc1ccc(C2=CC(=O)C[C@H](c3ccc(OC)cc3)C2)cc1
  -2	-9	0.3	2.7	-1.0	.	16	.	-3	-2
c1ccc(N2Cc3ccccc3-n3nncc3C2)nc1
  7	.	i	.	0.5	.	-6	.	-1	.
S=C(NCCc1ccccc1)Nc1ccc(N2CCCCC2)cc1
  4	7	1.2	-0.6	0.3	2	-3	34	1	12
O=C(O)CC12CC3CC(C1)CC(n1ncc(NCc4ccco4)c(Cl)c1=O)(C3)C2
  0	-1	i	0.6	.	1	-8	25	0	-1
CCOC(=O)N1CCN(C(=O)c2c(-c3ccccc3Cl)noc2C)CC1
  -12	1	i	-0.1	-0.3	5	3	34	5	-3
COc1ccc(-c2noc(N3CCC(C(=O)N(C)c4ccccc4C)CC3)n2)cc1
  6	-2	i	0.3	0.4	6	7	17	-1	-4
O=C(Cc1cc(=O)[nH][nH]1)N/N=C/C=C/c1ccccc1
  4	1&-7	.	0.8&-1.2	-1.4	-3&-5	13	44&6	0	.
CCOc1ccc(CC(=O)Nc2sc(Cc3ccccc3)c(C)c2C(N)=O)cc1OCC
  -2	-5	-2.1	-0.5	-1.5	1	9	20	0	6
CCOc1ccc2oc(C(=O)OCC(=O)NC(=O)NC)c(C)c2c1
  13	-1	i	-0.7	0.9	2	16	20	8	-4
CCOc1cc(C(=O)Nc2ccc(N3CCOCC3)cc2)cc(Br)c1OC
  5	5	-2.4	-1.2	-1.4	0	0	-5	3	-13
O=C(NCCC1CCCCN1S(=O)(=O)c1ccc(Cl)cc1)C(=O)NCc1ccncc1 (centres undefined)
  4	1	-0.7	4.0	0.1	.	-2	.	0	-5
CCc1ccc(C2CC(c3ccccc3)n3ncnc3N2)cc1 (centres undefined)
  9	2	i	-0.7	4.2	-1	-6	23	1	3
O=C(c1cc(-c2ccncc2)nc2ccccc12)N1CCC2(CC1)OCCO2
  1	4	1.4	-1.9	-1.5	-3	14	15	-1	-1
CN(CCCNC(=O)c1cc2c(=O)[nH]c3ccccc3c2n1C)Cc1ccccc1
  8	-20	0.1	-0.3	.	2	-10	7	14	-2
Cc1cccc2c1cnn2C(=O)CCC(=O)N1CC(C)CC(C)C1 (centres undefined)
  10	-3	-1.2	2.4	-1.3	2	-6	6	1	-6
COc1ccc(OC)c(CN(CCCN2CCOCC2)S(=O)(=O)c2ccc(NC(C)=O)cc2)c1
  1	-3	0.6	1.0	2.8	-1	10	15	2	3
COc1ccc(NC(=O)CNc2cc(C)ccc2C)cc1S(=O)(=O)N1CCOCC1
  0	0	i	.	0.7	.	-6	.	-2	8
COc1ccccc1NC(=O)c1nn(-c2ccc(Cl)cc2)ccc1=O
  1	0	25*	0.5	-2.1	1	9	11	1	-13
COc1cc(/C=C2/C(=O)c3cccc([N+](=O)[O-])c3C2=O)c(Br)cc1O
  -4	7	-0.3	1.2	.	3	18	-11	-9	-9

An excerpt; count on the stated rates, not on these rows.
